CDK5 p35 inh: CDK5/p35 (human) kinase inhibition; Q00535+Q15078; Recombinant CDK5/p35, ADP-Glo luminescence, 60 min; inhibition, % at 10 µM; 330,000 tested, 0.01% active;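 active = highest replicate inhibition of at least 50% and at least 75% of replicates reaching 50%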;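 also: plate controls were DMSO neutral control for no effect and GW8510 at 10 µM for full effect; many of its hits are not listed in these tables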
Rtt109 Vps75: inhibitors of Candida albicans Rtt109/Vps75 histone acetyltransferase | inhibition, % at 34.9 µM | Q5AAJ8 | purified Rtt109/Vps75, ThioGlo CoA-SH fluorescence, 4 h | 330,000 tested, 0.16% active;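 active = inhibition of at least 50% in every replicate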
Mot1-301 SUMO: inhibitors of SUMOylation pathway: yeast Mot1-301 growth rescue; growth rescue, % at 18.8 µM; S. cerevisiae Mot1-301 growth rescue, ATP luminescence, 38.5C; percent above DMSO median, 100 means doubled; 320,000 tested, 1% active; AID 2716;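 active = every valid replicate shows activation above 250% relative to neutral control wells; inactive = the rest, any valid replicate at or below 250%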;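 also: OY570 slx delta 5 strain wells were the positive control but not used for scaling; some compounds called inactive have numbers as strong as hits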
NSD2 HMT inh: blocks human histone methyltransferase NSD2. O96028. NSD2 peptide methylation, AlphaScreen, 120 min. inhibition, % at 12.5 µM. 310,000 tested, 0.54% active; in the data active = inhibition above about 50%
Target sequence (O96028 whole entry, looked up): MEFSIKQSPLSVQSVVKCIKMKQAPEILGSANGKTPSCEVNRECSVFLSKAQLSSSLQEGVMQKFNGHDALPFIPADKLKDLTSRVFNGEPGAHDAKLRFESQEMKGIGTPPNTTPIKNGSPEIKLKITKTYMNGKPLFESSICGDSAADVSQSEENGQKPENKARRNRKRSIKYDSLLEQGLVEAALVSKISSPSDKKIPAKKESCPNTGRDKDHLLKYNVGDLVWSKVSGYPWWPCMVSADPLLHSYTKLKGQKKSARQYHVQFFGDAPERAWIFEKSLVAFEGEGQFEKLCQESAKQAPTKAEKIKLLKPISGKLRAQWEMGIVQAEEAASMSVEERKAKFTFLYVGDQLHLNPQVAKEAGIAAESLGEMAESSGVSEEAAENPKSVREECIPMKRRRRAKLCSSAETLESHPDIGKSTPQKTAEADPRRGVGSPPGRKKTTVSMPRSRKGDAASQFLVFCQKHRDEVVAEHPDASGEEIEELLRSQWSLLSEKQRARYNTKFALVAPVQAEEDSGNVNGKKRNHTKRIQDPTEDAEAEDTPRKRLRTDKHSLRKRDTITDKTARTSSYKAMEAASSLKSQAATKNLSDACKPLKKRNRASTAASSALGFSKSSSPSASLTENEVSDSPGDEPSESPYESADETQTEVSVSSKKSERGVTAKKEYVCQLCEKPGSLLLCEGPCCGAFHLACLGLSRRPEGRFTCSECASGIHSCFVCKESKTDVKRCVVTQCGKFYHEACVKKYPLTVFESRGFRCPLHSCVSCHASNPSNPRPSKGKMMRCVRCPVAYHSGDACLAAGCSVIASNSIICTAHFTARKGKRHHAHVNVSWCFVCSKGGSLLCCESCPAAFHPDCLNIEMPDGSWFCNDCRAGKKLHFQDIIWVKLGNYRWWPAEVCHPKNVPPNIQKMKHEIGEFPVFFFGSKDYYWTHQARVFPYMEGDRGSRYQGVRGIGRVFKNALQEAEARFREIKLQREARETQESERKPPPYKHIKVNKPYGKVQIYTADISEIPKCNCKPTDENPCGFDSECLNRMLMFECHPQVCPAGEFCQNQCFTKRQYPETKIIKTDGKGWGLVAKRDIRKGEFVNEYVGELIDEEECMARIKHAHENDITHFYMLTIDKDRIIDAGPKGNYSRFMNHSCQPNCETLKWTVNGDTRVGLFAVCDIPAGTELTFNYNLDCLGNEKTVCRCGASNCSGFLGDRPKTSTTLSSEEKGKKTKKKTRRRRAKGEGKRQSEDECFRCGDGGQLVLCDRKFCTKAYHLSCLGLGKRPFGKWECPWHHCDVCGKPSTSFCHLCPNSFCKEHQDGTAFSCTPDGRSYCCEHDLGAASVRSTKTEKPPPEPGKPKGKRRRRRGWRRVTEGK
dFosB act: enhances mouse delta FosB homodimer DNA binding. P13346. purified delta FosB, TAMRA-CDK5 oligo fluorescence polarization; percent of positive-control signal above neutral wells. activation, % at 25 µM. 340,000 tested, 0.99% active. AID 493131;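 active = mean activation above about 17%, with every replicate also reaching it, limit read from the data, passing the limit was not always enough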;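 also: fluorescence polarization rise as delta FosB binds a TAMRA Cdk5 AP-1 oligo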
PfHsp90 set2: growth inhibition of yeast expressing Plasmodium Hsp90; S. cerevisiae expressing PfHsp90, BacTiter-Glo ATP, 48 h; yeast lacking PDR1 and PDR3 efflux regulators; inhibition, % at 9.4 µM; 310,000 tested, 0.32% active; AID 504621;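 active = every replicate shows inhibition above about 80%, whatever the replicate mean, limit read from the data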;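 also: 0% = DMSO neutral controls and 100% = 20 µM radicicol positive controls; yeast relying on Plasmodium falciparum Hsp90 in place of its own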
PvdQ acylase: P. aeruginosa PvdQ acylase inhibition. inhibition, % at 10 µM. 340,000 tested, 0.063% active. AID 488965. purified PvdQ acylase, fluorescence plate reader; in the data active = inhibition above about 30%, passing the limit was not always enough;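 also: 0% = vehicle neutral wells and 100% = reference inhibitor wells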
Keap1-Nrf2 PPI: Keap1-Nrf2 (human) interaction inhibition. 340,000 tested, 0.15% active. inhibition, % at 9.4 µM. Keap1 Kelch-Nrf2 peptide fluorescence polarization, 1536-well; in the data active = inhibition above about 12%;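 also: human Keap1 Kelch domain with fluorescein labeled Nrf2 9mer peptide probe; 0% = neutral control wells and 100% = peptide positive control; higher means more block of Keap1 binding to Nrf2 peptide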
C-LANA FP: inhibitors of KSHV LANA C-terminal domain DNA binding | MBP-C-LANA/FAM-LBS DNA binding, fluorescence polarization | inhibition, % at 9 µM | AID 504423 | 340,000 tested, 0.078% active;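 active = highest replicate inhibition at or above 60% at 9 µM, even if other replicates fall short; inactive = all replicates below 60% inhibition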;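 also: 0% = neutral control wells and 100% = 4 µM acridine orange control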
RTF Ca sens act: increases calcium sensitivity of human cardiac regulated thin filaments; IANBD-labeled TnC RTF fluorescence at EC20 calcium; 0% EC20 calcium, 100% full calcium; 340,000 tested, 0.24% active; activation, % at 7.2 µM; P19429+P45379;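 active = activation above the mean over all tested compounds plus 3 SD, cut at about 30% in these data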;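 also: rise in fluorescence read as greater calcium sensitivity of cardiac thin filaments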
RTF Ca sens inh: cardiac RTF calcium desensitization. P19429+P45379. IANBD-labeled cardiac RTF, Ca2+ fluorescence. inhibition, % at 7.15 µM. 340,000 tested, 0.12% active;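 active = inhibition above the mean inhibition of all tested compounds plus 3 SD, cut at about 17% in these data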;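 also: assay run at fixed EC70 calcium of 1.6 mM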
* marks the source's active call; other numbers are inactive results; nt = no result given.

structure | CDK5 p35 inh | Rtt109 Vps75 | Mot1-301 SUMO | NSD2 HMT inh | dFosB act | PfHsp90 set2 | PvdQ acylase | Keap1-Nrf2 PPI | C-LANA FP | RTF Ca sens act | RTF Ca sens inh
COC(=O)/C(=C\C(=O)c1ccccc1)Nc1ccc(OC)cc1 | 1.5 | 1 | 3 | 10 | -1 | -3 | -14 | -4 | 0.3 | -6 | -4
COc1ncnc2sc3c(c12)CCCC3 | -1.7 | 0 | 9 | 0 | -22 | nt | -4 | 1 | -0.2 | 3 | -8
CCCCn1c(-c2csc(C(C)C)c2)n[nH]c1=S | 4.1 | 15 | 2 | 0 | -6 | -23 | 9 | 1 | -0.5 | 4 | 7
COCCN(C(=O)Cc1csc(-c2cccc(Cl)c2)n1)c1c(N)n(Cc2ccccc2)c(=O)[nH]c1=O | -7.1 | -1 | nt | 4 | -15 | 7 | -6 | -1 | -1.2 | -1 | -7
COc1cc(C(=O)NCCOC(=O)c2cccc(N(C)C)c2)cc(OC)c1OC | 0.7 | 0 | -6 | 2 | -15 | 7 | -11 | 3 | 0.4 | -6 | -20
NC(=O)c1ccccc1OCC(=O)NS(=O)(=O)c1ccc(Cl)cc1 | -0.8 | -15 | 6 | -1 | -1 | -4 | -16 | 1 | 0.2 | 4 | -6
Nc1nc(-c2cc(Cl)cc(Cl)c2OC(F)F)cs1 | 0.1 | -2 | -11 | -2 | 1 | 3 | -6 | -4 | 0.8 | -1 | 4
CC(=O)Nc1ccc(CN2CCN(Cc3ccc(F)c(F)c3)C(CCO)C2)cc1 (stereo not given) | -0.9 | -1 | -10 | 10 | -5 | -2 | 0 | 3 | 0.4 | -2 | 1
COc1cc2c(cc1OC)CN(C(=O)NS(=O)(=O)c1ccc(C)cc1)CC2 | -1.3 | 19 | 13 | 0 | 1 | nt | 5 | -1 | -0.1 | -6 | 1
CCOc1ccc(NC(=O)CN(C)C(=O)c2cc(-c3ccc(OC)cc3)nc3ccccc23)cc1OCC | 0.1 | 10 | -3 | -3 | -8 | nt | -13 | -1 | -0.6 | -16 | -4
C#CCOCCOCCOCCNc1nc(N2CCN(C(=O)[C@H](CCCN=C(N)N)n3cc(C(N)[C@@H](C)CC)nn3)CC2)nc(N2CCN(C(=O)[C@H](CCCCN)n3cc([C@@H](N)[C@H](C)CC)nn3)CC2)n1 (stereo not given in full) | -2.0 | 54* | -25 | nt | 36* | 14 | 0 | 5 | -2.4 | -8 | -9
CCCNC(=O)Cn1cnc2sc(C(=O)NCCN(CC)CC)c(C)c2c1=O | 1.0 | -21 | -5 | nt | 1 | -5 | -10 | 1 | 3.1 | -4 | 0
O=[N+]([O-])c1cc(S(=O)(=O)N2CCCC2)ccc1NCCc1ccccc1 | 0.0 | -5 | 5 | -2 | -7 | 3 | -8 | -4 | -0.3 | -2 | -3
CCOC(=O)c1cc(-c2cc3ccccc3o2)nc2c1c(=O)[nH]c(=O)n2CCOC | 0.2 | -136 | 20 | 0 | 0 | -43 | -6 | -3 | 1.5 | -5 | 2
CCc1ccc(OC(=O)/C=C/c2ccco2)cc1 | -1.5 | 2 | 229 | 9 | -4 | 5 | -16 | -4 | -1.3 | 2 | -14

Additional entries:
structure | CDK5 p35 inh | Rtt109 Vps75 | Mot1-301 SUMO | NSD2 HMT inh | dFosB act | PfHsp90 set2 | PvdQ acylase | Keap1-Nrf2 PPI | C-LANA FP | RTF Ca sens act | RTF Ca sens inh
O=C(O)C1CCCCC1C(=O)Nc1ccc(Cl)cc1Cl (stereo not given) | -1.3 | 13 | 5 | 9 | 5 | -9 | 14 | 1 | 0.3 | -4 | -3
O=C(COC(=O)c1ccncc1)Nc1ccc2c(c1)OCO2 | 0.9 | 2 | -21 | 0 | 1 | nt | -2 | 0 | -2.0 | -6 | 4
CN1CCOc2ccc(S(=O)(=O)NCCc3ccc(Cl)cc3)cc21 | nt | 5 | 1 | 13 | 0 | -1 | 3 | 0 | 1.2 | -3 | -1
Nc1c(Cl)cc(Cl)cc1C(=O)OCC(=O)N1CCCC1 | -0.5 | -33 | nt | -2 | 1 | 5 | 1 | 2 | 0.1 | 4 | 0
CCOC(=O)NC1(NCc2ccccc2)Oc2ccccc2O1 | 0.1 | 0 | 402 | 5 | -1 | -8 | 5 | 6 | 0.0 | 0 | 1
CCCCn1c(N)c(N(CC(C)C)C(=O)C2CC(=O)N(c3ccc(C)cc3)C2)c(=O)[nH]c1=O (stereo not given) | -0.2 | -4 | 46 | -2 | -6 | 2 | -9 | 2 | 0.0 | 3 | -9
CC(Sc1nnc(Cc2cccs2)n1C1CC1)C(=O)NC1CCS(=O)(=O)C1 (stereo not given) | 0.7 | 6 | nt | 0 | -3 | nt | 6 | -1 | 0.4 | 4 | -2
COC(=O)c1ccc(S(N)(=O)=O)o1 | 0.0 | -6 | -15 | 5 | 1 | -7 | 10 | 0 | -0.8 | 5 | 7
COc1ccc(N(CC(=O)N/N=C/c2ccccc2F)S(=O)(=O)c2ccccc2)cc1 | -0.4 | -19 | -10 | 0 | -3 | -10 | -16 | -2 | -0.5 | -2 | -6
CCOc1ccc(CCNC(=O)c2nnn(CC(=O)Nc3ccccc3C)c2N)cc1OCC | 1.3 | -2 | 14 | 3 | 16 | 11 | -12 | -1 | 0.5 | -4 | -11
Cc1ccc(NC(=O)C(=O)NNC(=O)c2ccccc2C)cc1Cl | -0.9 | 9 | 24 | -3 | -4 | 67 | -10 | -4 | -1.7 | -2 | 0
CCc1ccc(NC(=O)CCn2c(=O)c3cccn3c3ccccc32)cc1 | -1.4 | 1 | 75 | 0 | -5 | -41 | -6 | -1 | 5.1 | 0 | -7
COc1ccc(N2CC(C(=O)N3CCC4(CC3)CC(=O)c3ccccc3O4)CC2=O)cc1 (stereo not given) | 1.2 | -6 | 9 | 1 | 1 | -41 | -15 | -8 | 1.7 | -2 | 4
Cc1ccc(S(=O)(=O)NCCn2cnc([N+](=O)[O-])n2)cc1 | -0.7 | -8 | 20 | -2 | -9 | -1 | -1 | 3 | -0.7 | -1 | 2
CCCC(=O)Nc1ccc(NC(=O)c2ccco2)c(OC)c1 | -1.3 | -6 | -5 | 0 | 8 | -7 | -2 | -4 | 2.6 | 1 | 0

The results go on.
structure | CDK5 p35 inh | Rtt109 Vps75 | Mot1-301 SUMO | NSD2 HMT inh | dFosB act | PfHsp90 set2 | PvdQ acylase | Keap1-Nrf2 PPI | C-LANA FP | RTF Ca sens act | RTF Ca sens inh
O=C(CCCOc1ccccc1)NCCc1ccccc1 | -0.2 | -9 | 9 | -9 | -1 | -34 | -6 | 3 | -2.8 | nt | nt
CCOc1ccc2oc(C(=O)OC(C(=O)NC(N)=O)C(C)C)c(C)c2c1 (stereo not given) | 0.7 | 10 | 270 | 5 | -5 | -13 | 9 | -1 | -0.3 | 6 | -17
CCN(CC(=O)NCc1ccc(Cl)cc1)C(=O)c1ccc(S(=O)(=O)NCc2ccco2)cc1 | 2.3 | 3 | -2 | nt | 0 | -13 | -5 | 4 | 2.6 | -3 | -4
CCOc1ccc(NC(=O)N2CCC(c3nc4ccccc4[nH]3)CC2)cc1 | 0.6 | 5 | -5 | -1 | -3 | -20 | 0 | 0 | 1.2 | 1 | -1
COc1cc(/C=N/NC(=O)c2ccc(Cl)c(S(N)(=O)=O)c2)ccc1OCC(N)=O | 2.6 | nt | 186 | 1 | -2 | -7 | 12 | -2 | -1.3 | -1 | -2
C=CCOc1ccccc1CN1CCC(Oc2cc(C(=O)NC3CC3)ccc2OC)CC1 | -0.6 | -4 | -9 | -1 | -15 | 7 | -8 | 1 | -0.7 | 0 | -7
N#CC(C(=O)c1ccco1)c1ccccn1 (stereo not given) | -0.8 | 19 | -14 | 35 | -1 | -1 | 3 | 2 | 0.8 | 7 | -7
Cc1ccc(S(=O)(=O)N2CCOCC2)cc1C(=O)OCC(=O)NC1CCS(=O)(=O)C1 (stereo not given) | 0.0 | 7 | -2 | -2 | 1 | -5 | 8 | -6 | 2.7 | 8 | -11
O=S(=O)(Nc1ccc(S(=O)(=O)Nc2nccs2)cc1)c1ccc(Br)cc1 | 2.7 | -3 | -5 | -3 | 4 | -6 | -8 | -6 | 0.2 | -3 | -3
COC(=O)/C(=C/Nc1ccccc1)[N+](=O)[O-] | 1.0 | 33 | -3 | -2 | -6 | -11 | 8 | -1 | -0.3 | -17 | -4
CCCCCCOC(=O)C[N+](C)(C)CCOC1CC2CCC1(C)C2(C)C (stereo not given) | 1.0 | 3 | -38 | -3 | 1 | 5 | 3 | 1 | 0.7 | 0 | 0
Cc1ccc(C)c(NC(=O)CN(C)C(C)C(=O)N2CC(C)CC(C)C2)c1 (stereo not given) | -7.4 | -5 | nt | -1 | -10 | nt | -6 | -7 | 0.4 | -6 | -3
CCOC(=O)C(C)Sc1nnc(Cc2cc(=O)[nH]c(=O)[nH]2)n1-c1ccc(Cl)cc1 (stereo not given) | 0.4 | -20 | -3 | nt | -9 | -16 | -7 | 8 | 24 | 16 | -24
Cc1ccc(Cl)cc1NC(=O)CN1C(=O)NC2(CCCCCC2)C1=O | 0.5 | 18 | 7 | -1 | -6 | -13 | -16 | -2 | 1.3 | 3 | -3
O=C1CC(c2ccccc2)=NO1 | -0.3 | 4 | nt | -5 | -3 | nt | 2 | 2 | -0.4 | -6 | 2

(cont.)
structure | CDK5 p35 inh | Rtt109 Vps75 | Mot1-301 SUMO | NSD2 HMT inh | dFosB act | PfHsp90 set2 | PvdQ acylase | Keap1-Nrf2 PPI | C-LANA FP | RTF Ca sens act | RTF Ca sens inh
COc1cc(/C=C2\SC(=O)N(CCNC(=O)c3c(C)noc3C)C2=O)cc(OC)c1OC | 1.0 | 1 | -16 | 9 | -1 | -4 | -1 | 0 | 0.7 | -7 | -3
CCOC(=O)c1[nH]c2ccc(Br)cc2c1NC(=O)CCN1CCN(C(=O)OCC)CC1 | 0.5 | 1 | -7 | -7 | -7 | 24 | -8 | -3 | -3.1 | 3 | -6
COc1ccccc1CCNS(=O)(=O)c1cn(C)c(=O)n(C)c1=O | -0.2 | -4 | 16 | nt | -1 | 23 | -13 | -7 | 0.2 | 3 | -16
Cn1cnc2cc(NC(=O)c3ccco3)ccc21 | -1.7 | -10 | 476 | -2 | -9 | -11 | -5 | 5 | 0.9 | -4 | 10
CCCCn1c(=O)c(CCC(=O)OC(C)C(=O)Nc2cccc(Cl)c2Cl)nc2ccccc21 (stereo not given) | 2.3 | 4 | 3 | 10 | -19 | -36 | -25 | -2 | 0.0 | 13 | -14
CCN(CC)S(=O)(=O)c1ccc(C)c(NC(=O)COc2ccc(Cl)cc2Br)c1 | 1.1 | 4 | nt | -1 | -22 | -15 | -11 | 1 | 0.0 | 0 | -6
Cc1ccc(NC(=O)C2C3CCC(O3)C2C(=O)O)c(Br)c1 (stereo not given) | -0.3 | 2 | -13 | 5 | -6 | 7 | -11 | 3 | -0.3 | -1 | -9
Cc1ccc(C)c(-n2ccnc2SCC(=O)Nc2cccc(S(=O)(=O)NC3=NCCC3)c2)c1 | -0.9 | 2 | -8 | 7 | -3 | -24 | -18 | -1 | 0.1 | -1 | -3
CCn1c(=O)c(C(=O)Nc2ccc(C)cc2)c(O)c2ccccc21 | -0.2 | -8 | -3 | -3 | 6 | 7 | -7 | 5 | 4.7 | -2 | 1
